Screens (PubChem BioAssay)
NPYLR7 ag: activates Aedes aegypti NPYLR7 receptor | HEK293T NPYLR7/Galpha15, GCaMP6s calcium fluorescence | activation, % at 10 µM | 270,000 tested, 0.15% active; in the data active means activation above about 40%;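 further: 0% = vehicle and 100% = reference agonist at the receptor; some compounds past the cut are filed as inactive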
mcGAS inh: inhibitors of mouse cGAS | inhibition, % at 12.5 µM | 160,000 tested, 0.15% active | Q8C6L5 | recombinant cGAS, Kinase-Glo ATP depletion luminescence;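 further: 0% = negative control wells and 100% = reference inhibitor with no enzyme activity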
hcGAS lum: human cGAS inhibition; Q8N884; AID 1259398; 290,000 tested, 0.081% active; recombinant h-cGAS, ATP depletion, Kinase-Glo luminescence; inhibition, % at 12.5 µM;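 further: 0% = vehicle reaction and 100% = reaction without DNA for no activity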
Target sequence (Q8N884 whole entry, looked up): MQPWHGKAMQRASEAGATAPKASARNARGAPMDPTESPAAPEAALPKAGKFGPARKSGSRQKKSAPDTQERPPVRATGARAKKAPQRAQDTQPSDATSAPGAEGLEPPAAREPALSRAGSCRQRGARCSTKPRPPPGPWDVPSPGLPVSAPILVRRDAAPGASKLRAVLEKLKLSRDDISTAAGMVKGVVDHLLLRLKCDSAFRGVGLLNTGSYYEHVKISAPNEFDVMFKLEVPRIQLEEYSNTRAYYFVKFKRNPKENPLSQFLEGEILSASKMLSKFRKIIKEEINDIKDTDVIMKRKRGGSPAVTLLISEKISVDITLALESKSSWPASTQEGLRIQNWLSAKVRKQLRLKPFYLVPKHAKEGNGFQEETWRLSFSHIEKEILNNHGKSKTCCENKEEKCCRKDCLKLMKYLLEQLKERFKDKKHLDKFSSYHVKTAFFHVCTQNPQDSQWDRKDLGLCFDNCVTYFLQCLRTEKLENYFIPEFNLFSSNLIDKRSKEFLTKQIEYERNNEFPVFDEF
The depositor's hits bear a star; . = no result given; & = joins results of further samples. Unless noted, no stated cut-off is given here; in the data, active means inhibition above about 40%; inactive means the rest.

Structure	mcGAS inh	hcGAS lum	NPYLR7 ag
O=C(Cc1ccccc1)NC1CCN(c2ccccc2C(=O)NC2CCCc3ccccc32)CC1 (configuration not stated)	-2	-2	1
COc1ccc(Cl)cc1CN1c2cccc3cccc(c23)S1(=O)=O	.	-8	2
O=S(=O)(Nc1ccc(F)cc1Cl)c1ccc(S(=O)(=O)N2CCCC2)cc1	-4	-5	0
COc1ccc(CC(=O)O)cc1S(=O)(=O)N1C[C@@H]2[C@@H]3CC[C@@H](C3)[C@@H]2C1	.	-4	6
CCN(CC)c1ccc(NC(=O)c2cc(F)c(F)cc2Cl)cn1	-14	-4	9
CSc1nn(CC(=O)Nc2ccc(Cl)cc2)c(N)c1S(=O)(=O)c1ccc(C)cc1	-1	3	-12
COc1cc(-c2nc3ccccn3c2NC2CCCCC2)ccc1OC(=O)c1ccc(Cl)cc1	-5&1	-9&-2	14&14
Cc1ccc(CCNCC2(O)CCCN(Cc3ccc(F)c(F)c3)C2=O)o1 (configuration not stated)	-2	-2	-2
CCCCNC(=O)COc1c(C)cc(Br)cc1C	.	6	-2
CC(=O)C(C)n1c(=O)c2c(nc3n(-c4cc(C)cc(C)c4)c(C)cn23)n(C)c1=O (configuration not stated)	-9	-6	.
Cn1c(=NN=Cc2ccccc2C(F)(F)F)sc2ccccc21	.	-3	-3
COc1ccc(C2NC(=O)NC3=C2C(=O)N(CCC(C)C)C3)cc1OC (configuration not stated)	.	-11	1
O=C(CSc1nnc(-c2ccc(Cl)cc2)n1-c1ccccc1)N/N=C\c1ccc(Cl)c(Cl)c1	-3	-3	-6
CN(Cc1ccc(N2CCCCC2)cc1)C(=O)Nc1ccccn1	.	-4	1
CCOc1nn(CC)cc1-c1nnc(SCC(=O)NC)n1C	-8	-7	10
Cc1[nH]ncc1-c1nc(-c2ccc(F)cc2)c(-c2ccc(F)cc2)[nH]1	.	-5	6
COc1ccc(-n2c(SCC(=O)N3CCOCC3)nc3sc4c(c3c2=O)CCC4)cc1	-5	-6	-5
CN1C(=O)NC(c2ccc(C(C)(C)C)cc2)C2=C1CN(CC(=O)NCc1ccncc1)C2=O (configuration not stated)	-4	-4	5
Cc1ccccc1-c1cnc(-c2ccncc2)nc1C1CCCN(Cc2ccc(O)cc2)C1 (configuration not stated)	.	-6	7
CC(=O)Nc1ccc(Nc2cc(C(C)C)nc3c(-c4ccccc4)cnn23)cc1	-5	-5	2
CCC(NC(=O)C1CCN(c2ccccc2[N+](=O)[O-])CC1)c1ccc(C)cc1 (configuration not stated)	-1	6	15
O=c1c2cccc3cccc(c32)c2nc3ncc(Br)cc3n12	.	-10	14
CCC(C(=O)Nc1ccc(OC)c(OC)c1)n1c(=O)n(-c2cccc(C)c2)c(=O)c2ccc(Cl)cc21 (configuration not stated)	-4	-8	5
Cc1ccc(/C=C2\SC(=Nc3ccc4ccccc4c3)NC2=O)cc1	-4	-2	0
CC(C)CCN(CC(=O)N1CCc2sccc2C1COc1cccc(F)c1)C(=O)c1cccs1 (configuration not stated)	-4	-3	-3

New compounds follow.
Structure	mcGAS inh	hcGAS lum	NPYLR7 ag
CC(C)CC(Nc1nc(-c2cccnc2)nc2c1CNC2)c1ncnn1C (configuration not stated)	.	-4	10
CCC(C)Cn1c(-c2ccc(OC)cc2)csc1=Nc1cccc(Cl)c1 (configuration not stated)	-1	-3	-15
CC(C)=CCC/C(C)=C/CNC(=O)c1sc(C)c(C)c1-n1c(C)ccc1C	-3	0	-3
O=C1NCCN(CCc2ccccc2)C1CC(=O)N1CCCN(Cc2cccs2)CC1 (configuration not stated)	-10	-7	5
O=C(O)c1cccc(-n2ccnn2)c1	.	-2	0
CS(=O)(=O)NC1CCCN(Cc2ccccc2Oc2cccnc2)C1 (configuration not stated)	.	-5	12
Cc1ccccc1-n1ncc(C(C)NC(=O)CCc2c(C)nn(C)c2C)c1C (configuration not stated)	-12	-6&-7	15&8
Cc1ccccc1CN(C)C(=O)c1ccco1	.	-3	1
COc1ccc(NC(C)C(=O)NC2CCCCC2)cn1 (configuration not stated)	.	-5	6
CN(C)c1ccc(C=C2CCC(=C3SCCS3)C2=O)cc1	-12	-5	3
C=CCOC(CN1CCN(S(=O)(=O)c2cccc(C(F)(F)F)c2)CC1)c1cccc(OC)c1 (configuration not stated)	-7	-6	.
O=C(N[C@@H]1CCCCC1NC(=O)C1CCN(S(=O)(=O)c2ccc(Br)cc2)CC1)c1ccccc1 (some centres not stated)	-9	-9	29
Cc1nc(CN2CCN(c3nc4nonc4nc3N3CCOCC3)CC2)cs1	.	-9	15
CN(C(=O)c1coc(COc2ccc(F)cc2Cl)n1)C1CCOCC1	-8	-5	-2
Cc1occc1C(=O)Nc1ccc(N2CCOCC2)cn1	.	-71	3
CCCCCn1c(N2CCCC2)nc2c1c(=O)n(C)c(=O)n2C	-6	-4	3
COc1ccc2[nH]c3c(c2c1)CCN(C(=O)c1cc(Cl)cc(Cl)c1)C3c1ccccc1OC (configuration not stated)	-9	-2	23
Cc1oc2cc(Br)c(OCC(=O)C(C)(C)C)cc2c1C(=O)OC(C)C	.	-5	-7
CCc1ccc(C2=Nn3c(Cc4ccccc4F)nnc3SC2)cc1	.	-3	-3
O=C1NCCN(C(=O)c2cccc3ccnn23)C1CCO (configuration not stated)	-16	-3	1
CCOC(=O)COc1ccc2snnc2c1Cl	.	-4	11
Cc1cccc2[nH]c(COCC(=O)N3CCC4(CCCNC4)C3)nc12 (configuration not stated)	-16	-3	8
CCOC(=O)c1ccc2c(c1)nc(SCc1cccc(C#N)c1)n2CCc1ccc(OC)cc1	-5	-7	-7
COc1ccccc1OCC1c2ccsc2CCN1C(=O)CN(C(=O)NC(C)(C)C)C1CC1 (configuration not stated)	-5	-5	-2
CC(=O)c1ccc(NC(=O)Cn2nc(C)cc2C)cc1	-7	-1	-9

Molecules shown so far containing an NH in an aromatic ring (3):
Structure	mcGAS inh	hcGAS lum	NPYLR7 ag
Cc1[nH]ncc1-c1nc(-c2ccc(F)cc2)c(-c2ccc(F)cc2)[nH]1	.	-5	6
COc1ccc2[nH]c3c(c2c1)CCN(C(=O)c1cc(Cl)cc(Cl)c1)C3c1ccccc1OC (configuration not stated)	-9	-2	23
Cc1cccc2[nH]c(COCC(=O)N3CCC4(CCCNC4)C3)nc12 (configuration not stated)	-16	-3	8

The list continues.
Structure	mcGAS inh	hcGAS lum	NPYLR7 ag
CCc1ccc(CN(C)C(=O)NC(C)c2cccs2)cc1 (configuration not stated)	.	-3	-2
Cn1c(=O)c2c(ncn2CCC(=O)N2CCCCC2)n(C)c1=O	.	4	-2
CN(C)Cc1ncccc1O	.	-3	6
CCCCN(C=O)c1c(CC)nc2ccc(C(=O)Nc3cc(-c4ccccc4)ccc3OC)cn12	-3	-4	7
COCCN(Cc1cc(Cl)ccc1OCc1nc(CO)cs1)C(=O)Cc1ccccc1	-8	-2	3
Nc1ncnc2c1ncn2[C@@H]1O[C@H](COP(=O)(O)O)[C@@H](O)[C@H]1O	.	-12	6
CC(C)c1ccc(NC(=O)CSc2nc(=O)n(CCCN3CCOCC3)c3c2CCCC3)cc1	0	2	4
Cc1nc2c(c(NCC3(N4CCOCC4)CCCCCC3)n1)CCNC2	-5	-2	8
CCc1ccc(-c2nccn2CCc2nc(-c3cccnc3)no2)nc1	-13	-7	7
CCC(NC(=O)N1CCC(C(=O)N(CC)CC)CC1)c1cccc(Cl)c1 (configuration not stated)	-14	-6	12
CC(C)(C)NC(=O)[C@@H]1CCCC[C@@H]1C(=O)NCCc1cnc[nH]1	.	-8	2
O=C(c1n[nH]c(C2CC2)c1Br)N1CCCCCCC1	.	-5	-22
Cc1ccc(N2C(=O)CSC2c2cccc(NS(=O)(=O)c3ccc(Cl)cc3)c2)c(C)c1 (configuration not stated)	-3	-3	9
COc1cc(-c2nc(CN3CCCCC3CCN3CCCC3=O)c(C)o2)ccc1F (configuration not stated)	.	-9&-5	7&0
CCOC(=NCc1ccc2c(c1)OCO2)NC(=O)c1ccc(Cl)c(Cl)c1	-5	-6	-1
CCOC(=O)C1(NCCn2cccn2)CCCCC1	.	-2	-8
CCn1c(SCC(=O)N2CCCC2=O)nnc1-c1cccs1	.	-7	0
Cc1cc(-c2csc(NC(=O)C3CCC3)n2)c(C)n1Cc1ccccc1	.	-4	1
O=S(=O)(c1ccc(F)cc1)N1CCCCC1	-6	-4	-1
CN(C)C(CNC(=O)c1csc2c1CCCC2)c1cccs1 (configuration not stated)	-8	-3	-4
COCCn1ccc2cc(Nc3nn4c(=O)ccnc4s3)ccc21	-12	-2	6
O=C(NCCc1ccccc1Cl)c1cccc2ccnn12	-12	-13	.
O=C(NCCNC(=O)[C@H]1CCCN1C(=O)C(Cl)c1ccccc1)c1ccccc1 (some centres not stated)	-6	-3	.
CCc1ccc2nc(N(CCN(C)C)C(=O)c3ccc(Cl)s3)sc2c1	-7	-6	-4
CC(C)c1cccc(C(C)C)c1NC(=O)NCc1nnc(SCc2ccccc2)n1-c1ccc([N+](=O)[O-])cc1	-4	-5	-2

Following part:
Structure	mcGAS inh	hcGAS lum	NPYLR7 ag
CC(O)c1ccccc1-c1ccccc1 (configuration not stated)	-16	-4	5
Cc1ccc(CN2CCCN(S(=O)(=O)c3ccc(S(=O)(=O)N4CCOCC4)cc3)CC2)cc1	.	-8	24
CCN1CCN2CCCN(S(=O)(=O)c3cccc(F)c3)C2C1=O (configuration not stated)	-16	-4	0
O=c1c2ccccc2sc2ccc(NS(=O)(=O)c3ccccc3)cc12	.	-5	3
CCn1ccnc1CN(C)C(=O)[C@@]12CNC[C@@H]1CN(C(=O)COC)C2	.	0	0
Cc1cc(NCc2ccccc2)nc(-c2ccccc2O)n1	-5	-1	3
COc1ccc(-c2nccn2CCc2ccccn2)c(OC)c1	-15	-2	-1
CC(C)[C@H](CO)Nc1nccc2[nH]c(-c3cccc(C(F)(F)F)c3)nc12	-1	-1	-5
CCC(C)c1c(O)nc2n(c1=O)CCCS2 (configuration not stated)	.	-9	3
CN(CC(=O)NCc1ccccc1F)Cc1nc2ccccc2n1C	.	5	-3
N#Cc1c(SCC(N)=O)nsc1SCC(N)=O	-2	-5	11
COCC(=O)N1CC(=O)N(Cc2cccc(F)c2)CC(O)C1 (configuration not stated)	-3	-2	17
COc1ccc([N+](=O)[O-])cc1NC(=O)c1c([N+](=O)[O-])cnn1C	.	-3	-3
COCCn1c(Cc2ccccc2)n[nH]c1=S	-6	-6	-7
COc1ccc(OCCSc2nnc(-c3c[nH]c4ccccc34)o2)cc1	.	-4	-2
CNc1ncc(CN(C)C(=O)c2cc(CC(C)C)nn2C)cn1	.	-1	3
COc1cc(NC=c2c(C)c(C#N)c3nc4ccccc4n3c2=O)cc(OC)c1	.	8	2
CC(C)C(=O)Nc1ccc(N(C)C)c(CN(Cc2cccc(F)c2)C(=O)c2ccco2)c1	-2	-6	.
CSCc1nc2sc3c(c2c(=O)[nH]1)CCCC3	.	1	4
O=c1c2cnc(N3CCCC3)nc2ccn1-c1cccc(F)c1	.	-9	0
Cc1ccc2ncn(C3CCN(C(=O)C(C)CC(F)(F)F)CC3)c2c1 (configuration not stated)	-7	-6	5
CCC(C)(C#N)NC(=O)CC1CCCO1 (configuration not stated)	.	-6	-3
COc1ccccc1-n1c(Cc2ccccc2)nnc1SCc1ccc(C(=O)NCc2ccncc2)cc1	-6	-7	17
O=C(c1cc(-n2cnnn2)ccc1O)N1CCCC(CCc2ccc(F)cc2)C1 (configuration not stated)	.	-5	2
NC(=O)COc1cc2c(-c3cc4ccccc4o3)cc(=O)oc2cc1-c1ccccc1	-7	-10	0

(more compounds)
Structure	mcGAS inh	hcGAS lum	NPYLR7 ag
Cc1cccc2c(-c3cc(C(N)=O)ccn3)c[nH]c12	.	1	4
O=C(CSc1ccc2c(c1)OCCO2)NS(=O)(=O)c1ccccc1Br	-16	-7	1
COc1cccc(NC(=O)NCCS(=O)(=O)c2c(C)n(Cc3ccccc3)c3ccccc23)c1	.	-5	1
COCCOC(=NCc1ccco1)NC(=O)c1ccc(C(F)(F)F)cc1	-4	-2	-1
Cc1ccccc1C(=O)N[C@@H]1CCCCC1NC(=O)C1CCCN(C(=O)N(C)C)C1 (some centres not stated)	-6	-4	0
Cc1nnc(SCC(N)=O)c2c1cnn2-c1ccccc1	-6	-1	-10
c1ccc(CN2CCC(NCc3ccc(-n4cncn4)cc3)CC2)nc1	.	-1	18

Reformatted with two lines to a compound: entries from further up
Results follow in this order: mcGAS inh	hcGAS lum	NPYLR7 ag
- CCc1ccc(-c2nccn2CCc2nc(-c3cccnc3)no2)nc1
→ -13	-7	7
- CCC(NC(=O)N1CCC(C(=O)N(CC)CC)CC1)c1cccc(Cl)c1 (configuration not stated)
→ -14	-6	12
- CC(C)(C)NC(=O)[C@@H]1CCCC[C@@H]1C(=O)NCCc1cnc[nH]1
→ .	-8	2
